PAFAH2 FP inh = PAFAH2 enzyme inhibitors, primary screen, biochemical, fluorescence polarization, human; Platelet-activating factor acetylhydrolase 2, cytoplasmic (Homo sapiens), Q99487; recombinant PAFAH2, FP-rhodamine activity probe; inhibition, % at 3.39 µM; 340,000 tested, 0.99% active; AID 492956, 2010;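 active = inhibition above the mean over all tested compounds plus 3 SD, cut at about 30% in these data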;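 also: inhibitors block probe labeling of enzyme so polarization drops; 0% = enzyme with DMSO and 100% = wells lacking PAFAH2 protein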
PAFAH1B2 FP inh = PAFAH1B2 enzyme inhibitors, primary screen, biochemical, fluorescence polarization, human | Platelet-activating factor acetylhydrolase IB subunit alpha2 (Homo sapiens), P68402 | recombinant PAFAH1B2, FP-rhodamine activity probe | inhibition, % at 3.39 µM | 340,000 tested, 1.2% active | AID 492953, 2010;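 active = inhibition above the mean of all tested compounds plus 3 SD, cut at about 24% in these data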;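 also: 0% = enzyme with DMSO and 100% = wells lacking PAFAH1B2; many of its hits are not listed in these tables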
Target sequence (P68402 whole entry, looked up): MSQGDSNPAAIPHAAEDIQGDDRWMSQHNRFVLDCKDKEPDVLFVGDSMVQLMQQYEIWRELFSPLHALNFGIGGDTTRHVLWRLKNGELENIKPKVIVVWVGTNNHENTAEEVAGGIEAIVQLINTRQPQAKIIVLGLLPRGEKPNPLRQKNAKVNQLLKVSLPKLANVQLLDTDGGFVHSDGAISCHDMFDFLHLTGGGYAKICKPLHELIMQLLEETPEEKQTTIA
LYPLA2 inh = LYPLA2 inhibitors, primary screen, counter-screen for PME1 inhibitor project, biochemical, fluorescence polarization, FP-Rh probe ABPP | Acyl-protein thioesterase 2 (Homo sapiens), O95372 | recombinant LYPLA2 | inhibition, % at 5.9 µM | 320,000 tested, 0.38% active;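 active = inhibition above the screen-wide mean plus 3 SD, limit set per campaign, cut at about 26% in these data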;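 also: 0% = LYPLA2 with DMSO and 100% = wells lacking LYPLA2 enzyme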
PAFAH1B3 inh = PAFAH1B3 enzyme inhibitors, primary screen, biochemical, fluorescence polarization, human | Platelet-activating factor acetylhydrolase IB subunit alpha1 (Homo sapiens), Q15102 | recombinant PAFAH1B3, FP-rhodamine probe | inhibition, % at 3.39 µM | 340,000 tested, 0.28% active | AID 492972, 2010;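 active = inhibition above the screen-wide average of all tested compounds plus 3 SD, cut at about 25% in these data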;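 also: 0% = enzyme with DMSO only and 100% = wells lacking PAFAH1B3 protein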
GSTO1 counter = inhibitors of recombinant GSTO1, primary screen, counter-screen for RBBP9 inhibitor project, biochemical, fluorescence polarization. Glutathione S-transferase omega-1 (Homo sapiens), P78417. activity-based probe fluorescence polarization. inhibition, % at 5.96 µM. 300,000 tested, 1.1% active. AID 1974, 2009;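 active = inhibition above the campaign mean inhibition plus 3 SD, cut at about 35% in these data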;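 also: 0% = GSTO1-1 with DMSO and 100% = wells lacking GSTO1-1 enzyme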
PAD4 FP inh = human PAD4 inhibitors, primary screen, biochemical, fluorescence polarization, 1536-well format | inhibition, % at 6.36 µM | 330,000 tested, 0.41% active | recombinant PAD4, RCA probe fluorescence polarization;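 active = percent inhibition above a cutoff equal to the mean of all tested compounds plus 3 SD, cut at about 15% in these data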;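 also: 0% = PAD4 with RCA probe and DMSO and 100% = probe without PAD4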
Target sequence (Q9UM07 whole entry, looked up): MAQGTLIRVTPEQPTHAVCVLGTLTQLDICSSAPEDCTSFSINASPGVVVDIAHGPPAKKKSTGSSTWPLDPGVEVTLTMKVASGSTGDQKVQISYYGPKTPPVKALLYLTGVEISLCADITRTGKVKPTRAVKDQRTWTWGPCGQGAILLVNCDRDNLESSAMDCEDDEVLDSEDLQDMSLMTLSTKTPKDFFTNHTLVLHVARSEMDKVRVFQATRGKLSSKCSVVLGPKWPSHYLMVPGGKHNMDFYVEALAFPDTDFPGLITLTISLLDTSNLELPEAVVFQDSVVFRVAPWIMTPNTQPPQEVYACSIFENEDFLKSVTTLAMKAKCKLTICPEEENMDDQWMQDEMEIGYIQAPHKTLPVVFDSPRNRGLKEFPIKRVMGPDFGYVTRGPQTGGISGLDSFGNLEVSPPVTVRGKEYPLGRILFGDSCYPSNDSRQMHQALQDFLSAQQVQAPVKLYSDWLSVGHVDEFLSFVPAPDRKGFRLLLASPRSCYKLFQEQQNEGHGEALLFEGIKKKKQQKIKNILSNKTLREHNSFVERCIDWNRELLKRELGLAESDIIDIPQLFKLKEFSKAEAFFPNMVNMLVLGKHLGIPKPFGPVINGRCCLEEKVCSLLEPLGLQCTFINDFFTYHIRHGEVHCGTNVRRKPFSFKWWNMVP
PME-1 inh = PME-1 inhibitors via competitive probe labeling, primary screen, biochemical, fluorescence polarization, FP-Rh probe, HTS; Protein phosphatase methylesterase 1 (Homo sapiens), Q9Y570; recombinant PME-1; inhibition, % at 5.9 µM; 320,000 tested, 0.53% active; AID 2130, 2009;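 active = inhibition above the campaign mean of all compounds plus 3 SD, cut at about 26% in these data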;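 also: competitive labeling of PME-1 active site by serine hydrolase directed probe; 0% = PME-1 with DMSO and 100% = wells lacking PME-1 enzyme; inhibitors block probe labeling so polarization falls and inhibition rises; many of its hits are not listed in these tables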
LYPLA1 counter = LYPLA1 inhibitors, primary screen, counter-screen for PME1 inhibitor project, biochemical, fluorescence polarization, FP-Rh probe ABPP | 320,000 tested, 0.16% active | AID 2174, 2009 | inhibition, % at 5.9 µM | Acyl-protein thioesterase 1 (Homo sapiens), O75608 | recombinant LYPLA1;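 active = inhibition above the mean of all tested compounds plus 3 SD, set per campaign, cut at about 14% in these data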;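 also: inhibitors block serine hydrolase probe labeling of LYPLA1 so polarization falls; 0% = enzyme with DMSO and 100% = wells lacking LYPLA1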
pPAFAH FP inh = pPAFAH enzyme inhibitors, primary screen, biochemical, fluorescence polarization, human | inhibition, % at 3.39 µM | recombinant pPAFAH, FP-rhodamine probe fluorescence polarization | 330,000 tested, 1.5% active;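 active = inhibition above the mean inhibition across the screen plus 3 SD, cut at about 25% in these data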;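 also: inhibitors block binding of the rhodamine activity-based probe so polarization drops; 0% = enzyme with DMSO and 100% = wells lacking pPAFAH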
Starred values were filed as active, the others as inactive; . = not tested or not shown. This is a subset. The share of hits here may be higher or lower than overall.

Molecule	PAD4 FP inh	GSTO1 counter	PME-1 inh	PAFAH2 FP inh	pPAFAH FP inh	PAFAH1B2 FP inh	LYPLA1 counter	PAFAH1B3 inh	LYPLA2 inh
COc1cc(C2NC(=O)NC(c3ccccc3)=C2C(C)=O)c(Cl)cc1OCC(=O)O (stereo not given)	-4	3	-6	3	-1	7	2	10	-3
CCC[C@@H](OS(N)(=O)=O)[C@@H](Cc1ccccc1)C(=O)OCC	3	-1	-4	0	3	-5	-3	0	4
O=C1CC(c2ccccc2)CN1C(=O)c1cccc([N+](=O)[O-])c1 (stereo not given)	2	2	-4	9	-3	6	1	-2	-3
CCCCNS(=O)(=O)c1ccc(OC)cc1	-4	-11	3	4	2	1	2	8	5
CCn1c(SCC(=O)NCC(=O)Nc2ccc(F)cc2)nnc1-c1ccncc1	-2	0	-2	0	0	1	1	-3	2
O=C(CCCCCN1C(=O)c2cccc3cccc(c23)C1=O)NCc1ccco1	2	-9	-6	.	2	.	-2	.	-7
Cc1nc(-c2ccccc2)sc1-c1n[nH]c(=S)n1C	7	10	6	2	-5	0	-7	6	4
O=C(Nc1nccs1)c1cc2c(s1)-c1ccccc1OC2	-1	-3	-19	-17	-7	-6	-3	-4	-11
CCOC(=O)C1(Cc2cccc(OC)c2)CCCN(C(=O)CCN2CCCO2)C1 (stereo not given)	-3	5	5	7	-2	1	0	-1	6
Cc1cc(C)cc(N(CCC#N)C(=O)CSc2ncnc3sccc23)c1	0	.	4	-4	-1	-3	-1	-8	8
CCOC(=O)NC(=O)CN1C(=O)NC2(CCc3ccccc32)C1=O (stereo not given)	-3	1	-2	1	1	1	1	5	-1
C=CCNC(=S)Nc1ccccc1-c1nnc2n1CCCCC2	0	6	6	4	0	1	4	10	0
CC(C)=NN1C(=O)c2ccccc2NC1(C)C	3	7	-1	2	-7	5	0	11	-5
COc1ccc(-c2nn(-c3ccccc3)cc2C(=O)NC(=S)NNC(=O)c2ccncc2)cc1	13	-30	3	1	15	5	-2	12	5
Cc1cc(C)n(-c2nc(SCC(=O)Nc3nccs3)c3c4c(sc3n2)COC(C)(C)C4)n1	0	-11	-4	1	5	6	0	2	-2
COc1ccc2[nH]cc(CCNS(=O)(=O)c3ccc(F)cc3)c2c1	-3	-6	-3	-4	5	0	-2	0	-8
C=CCNC(=S)N1CCN(CCN=CC2=C(O)CC(c3ccc(Cl)cc3)CC2=O)CC1 (stereo not given)	-3	10	4	-3	4	6	-1	3	1
Cc1oc2c(C)c3oc(=O)c(CCC(=O)N4CCC(C(=O)NCCC(=O)O)(c5ccccc5)CC4)c(C)c3cc2c1C	-3	3	5	0	9	7	-2	6	-1
O=C(CCCC(=O)N(CC(=O)NC1CCCC1)Cc1ccccc1)Nc1ccccn1	4	7	11	-8	-2	2	4	-1	8
Oc1ccc2ccccc2c1C=Nc1ccccc1	-9	34	8	8	8	0	2	4	-5
O=C(COC(=O)C1Cc2ccccc2CN1C(=O)c1ccccc1Cl)Nc1ccc(N2CCOCC2)cc1 (stereo not given)	1	-4	5	-4	18	-3	3	2	5
CCOc1cc2c(C)cc(=O)oc2cc1Cl	3	-5	7	1	2	2	1	9	4
O=C(CCn1cccc1)Nc1ccc(OC(F)(F)F)cc1	1	9	-8	7	6	5	1	3	-2
CC(=O)c1c(C)[nH]c(C(=O)OCC(=O)N2CCCC2=O)c1C	-3	.	0	-2	3	-2	4	3	8
COC(=O)c1cccc(NC(=O)CSc2nc(O)c(-c3ccccc3)c(=O)[nH]2)c1	18*	8	-6	-1	0	3	3	1	-6
O=C(CC(c1ccco1)C1CCCCC1=O)c1ccccc1 (stereo not given)	-4	2	4	0	2	3	-2	5	1
CN(CC(=O)N1CCN(Cc2ccccc2)CC1)S(=O)(=O)c1ccc(Br)cc1	4	-5	-5	-5	-3	6	-3	10	-4
O=S(=O)(NC1c2cccc3cccc(c23)C1N1CCNCC1)c1ccc(Cl)cc1 (stereo not given)	4	2	3	3	2	8	-1	-4	1
CCC(=O)NC(=S)Nc1ccccc1C(=O)NC1CCCCC1	-1	-7	0	-4	2	9	1	6	2
CN(C)c1cc(Cl)c2nonc2c1N	40*	60*	6	11	11	6	1	16	6
CCCCNC(=O)CC1N=C2c3ccccc3N=C(SCC(=O)Nc3ccc(OC)cc3)N2C1=O (stereo not given)	-2	10	-5	-5	4	-2	-4	-5	3
CCOc1ccc(NC(=O)CN(C)C(=O)C2COc3ccccc3O2)cc1OCC (stereo not given)	1	.	.	1	6	8	.	8	.
CCc1ccc(CN2CC(C(=O)O)CC2=O)cc1 (stereo not given)	-5	3	0	-2	9	2	-1	2	1
CCSC1=NCCN1S(=O)(=O)c1ccc(Cl)cc1	-5	7	13	5	2	4	-1	0	-5
Cc1ccc(COc2ccccc2C(=S)N2CCCC2)cc1	0	-2	0	4	8	5	-3	4	-4
Cc1ccc(NC(=O)c2c(C)nn(-c3ccccc3)c2Cl)cc1	3	1	-6	-2	0	3	-1	0	-4
CCSc1ccccc1C(=O)Nc1ccc([N+](=O)[O-])cc1OC	0	-3	-3	-1	-9	6	-6	4	-2
CC(CCC(=O)O)C1CCC2C3CCC4C[C@H](O)CCC4(C)C3CC(=O)C12C (stereo not given in full)	-2	12	-16	-17	-6	-5	-3	9	0
O=C(COC(=O)c1ccc(Br)o1)NCCNC(=O)COC(=O)c1ccc(Br)o1	-4	28	5	3	9	0	-2	7	-4
CC(Cc1ccccc1)C(=O)NCc1ccccn1 (stereo not given)	-6	-9	-5	-1	-6	3	-2	1	-5
O=C(CN1C(=O)c2ccc([N+](=O)[O-])cc2C1=O)Nc1ccccc1N1CCCC1	-4	2	-2	5	2	4	2	5	4
O=C(NC1=NCCS1)c1cccc(S(=O)(=O)N2CCOCC2)c1	-5	.	3	3	4	4	2	0	9
CCn1nc(C(=O)Nc2nc3ccccc3[nH]2)c2ccccc2c1=O	0	-3	-2	-7	2	7	1	5	-3
CC1(C)Oc2ccc3ccc(=O)oc3c2/C(=C/NCCN/C=C2\C(=O)C(C)(C)Oc3ccc4ccc(=O)oc4c32)C1=O	6	-3	-5	.	4	.	4	.	-2
COc1ccc(NC(=O)c2cc3ccccc3oc2=O)c(OC)c1	3	-2	7	-1	0	2	1	6	1
Cc1cc(C(=O)N2CCN(CCc3ccccc3)CC2)no1	-3	-6	3	-10	3	1	1	8	1
O=C(CCc1ccccc1)N1CCCC1	1	0	2	-5	2	7	3	4	1
COc1ccc(CNC(=O)CSc2nnnn2C)cc1OC	-1	5	-3	4	-4	5	1	11	0
Cc1cccn2cc(-c3ccc(NC(=O)Cc4ccccc4)cc3)nc12	2	-1	-5	3	6	3	3	-5	0
COc1ccc(C(=O)COC(=O)CN2C(=O)C3C4C=CC(C5CC45)C3C2=O)cc1 (stereo not given)	-1	6	1	-4	6	5	-1	2	4

Continued:
Molecule	PAD4 FP inh	GSTO1 counter	PME-1 inh	PAFAH2 FP inh	pPAFAH FP inh	PAFAH1B2 FP inh	LYPLA1 counter	PAFAH1B3 inh	LYPLA2 inh
CSc1ccc(S(=O)(=O)N2CCC(C(=O)N3CCOCC3)CC2)cc1	-3	-7	3	-1	1	3	-3	7	-7
O=C(C1CCN(S(=O)(=O)N2CCOCC2)CC1)N1CCOCC1	-6	7	-1	10	-1	3	-3	3	3
O=[N+]([O-])c1cc([N+](=O)[O-])c(Oc2cncc(Cl)c2)cc1NN1CCCCC1	2	20	9	-4	4	3	-4	3	0
CC(C)NC(=O)COc1coc(CN2CCN(c3cccc(Cl)c3)CC2)cc1=O	3	2	-1	-3	4	3	3	11	4
Cc1ccnc(NC(=O)c2cccc(S(=O)(=O)N3CCN(c4ccccc4)CC3)c2)c1	3	-5	-5	-2	-1	-1	3	5	3
Cc1ccc(C(=O)N/C(=C\c2ccc(C)o2)C(=O)O)cc1	-2	4	-1	14	1	1	-1	2	-4
COc1ccc(-n2nnnc2SCC(=O)Nc2ccc(OC)cc2OC)cc1	3	1	5	-2	3	-1	1	3	2
O=C(NCc1cccs1)c1cc2c(s1)CCCC2	1	-3	-2	-1	9	3	-3	3	14
CN(C)c1ccc2nc3c(=O)[nH]c(=O)nc-3n(CC(O)C(O)C(O)CO)c2c1 (stereo not given)	-111	-149	-278	-228	-112	-181	-151	-298	-324
COc1cc(/C=C/C(=O)O)cc(OC)c1	0	2	1	1	2	-3	1	10	3
CCN(CC)CCCNC(=O)c1cc2c(-c3cccc(OC)c3)nn(C)c2s1	0	0	12	-2	5	7	-5	-4	2
COc1cccc(NC(=O)Cc2nnc(SCC(=O)NC3=NCCS3)n2C)c1	-1	7	-2	-1	1	1	4	8	-1
CCOc1ccc(S(=O)(=O)N/N=C2/CCCC(=O)C2)cc1	-6	-5	4	12	6	0	-1	-1	1
CCCCCn1c(=O)c2ccccc2n2c(CCl)nnc12	0	84*	-3	-6	5	1	1	-2	0
Cc1nn(CCC(N)=O)c2nc(-c3cccs3)cc(C(F)(F)F)c12	1	-1	2	-6	7	7	-1	2	0
CC(=O)NC(CC(=O)O)c1ccccc1 (stereo not given)	-3	0	-2	-1	0	3	0	9	0
O=C(Nc1nnc(-c2ccccc2F)s1)c1ccccc1F	2	-21	0	-5	-1	7	-2	10	-6
Cc1ccc(OCC(=O)N2CCc3ccccc3C2)c([N+](=O)[O-])n1	-6	13	-6	-6	-5	-3	-6	-4	-7
CCN1CCN(C(=O)CCNC(=O)Cn2cnc3ccccc3c2=O)CC1	0	7	1	0	-7	0	-5	10	-2
CC(=O)N1CCN(Cc2nc3cc(NS(C)(=O)=O)ccc3n2C)CC1	2	8	-1	2	0	0	1	7	1
COc1ccc(C(=O)Nc2ccc(F)cc2F)cc1	1	7	-6	-5	2	3	0	-2	-4
CS(=O)(=O)N1CCCC(C(=O)NCc2ccccc2Cl)C1 (stereo not given)	-2	0	-3	2	5	6	2	13	1
Cc1ccc(N2C(=O)[C@@H]3C(c4ccc(F)cc4)=NO[C@@H]3C2=O)cc1	-3	3	-4	8	1	4	1	5	4
Cc1c(-c2ccccc2)nc(N)c(C#N)c1-c1cccs1	-2	7	1	-6	13	7	1	2	5

Assay outcomes deposited in PubChem by The Scripps Research Institute Molecular Screening Center.
